Source: PubChem (several laboratories)
Tn7 DDE FP = inhibitors of Tn7 peptide binding to human fibrin DD(E) | P02675 | FP displacement of FITC-Tn7 peptide from fibrin DD(E); 0% = median of compound wells per plate | inhibition, % at 8.3 µM | 370,000 tested, 0.13% active | AID 720508;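 active means inhibition above the mean of compounds falling within the control limits plus 3 SD of them, cut at about 14% in these data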;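 further: 0% = plate median of compound wells and 100% = 10 µM Aha-Tn7 peptide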
Target sequence (P02675 whole entry, looked up): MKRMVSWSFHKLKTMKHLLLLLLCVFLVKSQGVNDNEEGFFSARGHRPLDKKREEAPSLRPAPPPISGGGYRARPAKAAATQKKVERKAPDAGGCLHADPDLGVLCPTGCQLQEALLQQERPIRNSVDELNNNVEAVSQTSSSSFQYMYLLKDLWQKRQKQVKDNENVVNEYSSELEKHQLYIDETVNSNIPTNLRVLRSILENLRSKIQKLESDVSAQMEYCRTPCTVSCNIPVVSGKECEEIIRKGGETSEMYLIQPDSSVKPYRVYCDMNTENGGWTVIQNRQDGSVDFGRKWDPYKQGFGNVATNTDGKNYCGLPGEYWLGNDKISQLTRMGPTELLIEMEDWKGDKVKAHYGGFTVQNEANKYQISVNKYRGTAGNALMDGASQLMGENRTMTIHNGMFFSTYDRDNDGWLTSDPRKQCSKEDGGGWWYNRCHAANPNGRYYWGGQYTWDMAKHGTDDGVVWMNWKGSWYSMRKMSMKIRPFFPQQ
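assay system = human clot-derived fibrin DD(E) complex | quantity = Fibrin-DD(E) at 2 µM final | timing = 10 min preincubation, 3 h with tracer, room temperature | signal = fluorescence polarization | measure = percent inhibition | benchmarks = high control wells with 10 µM unlabelled Aha-Tn7 peptide (full inhibition) | replicates = singlicate testing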
PLCg1 inh = blocks human PLC-gamma1 enzyme activity | inhibition, % at 12.2 µM | P19174 | 370,000 tested, 0.84% active | AID 720700 | purified PLC-gamma1, fluorogenic substrate, fluorescence; in the data active means inhibition above about 9.5%
ARFGAP1 inh = inhibits rat ARF GTPase activating protein 1. Q62848. Arfgap1-stimulated ARF1 GTP hydrolysis, GDP FP detection. inhibition, % at 16.5 µM. 360,000 tested, 0.26% active. AID 651572;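 active means inhibition above a per-plate limit, mean inhibition of low control wells plus 3 SD, cut at about 25% in these data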;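 further: 0% = DMSO wells with enzyme and 100% = wells lacking Arfgap1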
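Assay system: Rat Arfgap1 GAP domain (His6, aa 1-136), purified enzyme | Buffer or medium: HEPES 25 mM pH 7.5, NaCl 150 mM, MgCl2, DTT | Schedule: GTP hydrolysis reaction 2 h at 25 °C | Signal: FP of antibody-bound GDP Alexa 633 tracer, ex 620/em 688 nm | Measure: Percent inhibition of Arfgap1-stimulated GTP hydrolysis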
ASAP1 inh = ASAP1 ArfGAP inhibition; Q9ULH1; ASAP1-stimulated ARF1 GTP hydrolysis, GDP FP detection; 360,000 tested, 0.19% active; inhibition, % at 16.5 µM; in the data active means inhibition above about 25%;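 further: 0% = vehicle with enzyme and substrate and 100% = no enzyme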
PLC-beta3 inh = blocks human PLC-beta3 enzyme activity; Q01970; Purified PLC-beta3, fluorogenic substrate, fluorescence; inhibition, % at 12.2 µM; 370,000 tested, 0.18% active; AID 720704; in the data active means inhibition above about 11%;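 further: 0% = median of compound wells on plate and 100% = full blocker control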
UHRF1 MBD2 ctr = blocks human UHRF1 binding to methylated DNA | Q96T88 | UHRF1 binding to methylated oligo, TR-FRET | inhibition, % at 4.4 µM | 370,000 tested, 0.75% active | AID 687016; in the data active means inhibition above about 21%;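 further: UHRF1 SRA domain binding a hemimethylated CpG hairpin DNA probe; 0% = median of test compound wells and 100% = reference inhibitor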
Rev-erbA mod = Rev-erb alpha (human) modulation; Rev-erbα–FITC-DNA binding, fluorescence polarization, 90 min; activity, % at 10 µM; 370,000 tested, 0.79% active; P20393;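 active means activity above about 14%, limit read from the data; passing the limit was not always enough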;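 further: 0% = DMSO wells with 35 nM protein and 100% = DMSO wells with 750 nM protein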
proKLK7 act = proKLK7 (human) activation, primary screen; P49862; purified proKLK7, EDANS-DABCYL substrate fluorescence; 100% is mature enzyme control, 0% vehicle; activation, % at 7 µM; 370,000 tested, 0.9% active;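 active means activation above the mean of all tested compounds plus 3 SD, computed per campaign excluding outliers beyond control limits, cut at about 13% in these data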
sPLA2-III inh = Blocks human group III sPLA2 activity. QFRET BODIPY PC-A2 liposome hydrolysis, fluorescence. inhibition, % at 12.2 µM. 370,000 tested, 0.56% active;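 active means inhibition above mean plus 3 SD of compounds lying within the high and low control bounds, cut at about 19% in these data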;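 further: 0% = median of test compound wells and 100% = no enzyme DMSO wells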
Target sequence (Q9NZ20 whole entry, looked up): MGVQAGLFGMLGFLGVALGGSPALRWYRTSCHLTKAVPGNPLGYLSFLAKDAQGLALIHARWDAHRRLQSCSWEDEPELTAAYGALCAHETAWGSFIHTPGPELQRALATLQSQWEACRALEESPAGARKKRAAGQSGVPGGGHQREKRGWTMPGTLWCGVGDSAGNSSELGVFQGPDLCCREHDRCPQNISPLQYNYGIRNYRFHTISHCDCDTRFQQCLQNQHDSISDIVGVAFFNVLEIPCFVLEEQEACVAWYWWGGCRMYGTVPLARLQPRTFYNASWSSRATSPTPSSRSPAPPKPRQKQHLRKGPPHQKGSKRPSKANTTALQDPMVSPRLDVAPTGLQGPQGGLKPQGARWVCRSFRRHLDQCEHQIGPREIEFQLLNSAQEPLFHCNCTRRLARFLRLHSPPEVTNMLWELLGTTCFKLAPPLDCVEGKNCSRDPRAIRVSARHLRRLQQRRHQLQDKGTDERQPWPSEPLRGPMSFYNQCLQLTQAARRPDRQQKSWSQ
DDE Tn6 FP inh = disrupts Tn6 cyclic peptide binding to fibrin D-Dimer-E complex. P02675. Fibrin DD(E) TRITC-Tn6 fluorescence polarization displacement. inhibition, % at 8.3 µM. 370,000 tested, 0.21% active. AID 720509;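 active means inhibition above a per-campaign cutoff: mean of compounds within control limits plus 3 SD, cut at about 15% in these data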;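 further: 0% = median of all compound wells on the plate and 100% = blocking peptide control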
Numbers without * were called inactive; x = no result given.

1. CC(Sc1ccc(Cl)cc1)C(=O)NNC(=O)c1csc(N2CCOCC2)n1 (stereo not drawn)
2. Cc1cc(C(=O)c2ccc(Cl)cc2)c(NC(=O)CCl)s1
3. Cc1ccc(NC(=O)c2ccc(F)cc2F)cc1NS(C)(=O)=O
4. COC(=O)CCCC1=CC2=C(c3ccccc3)C(=O)C(C)(OC(=O)C3CCCC3)C(=O)C2=CN1CC(C)C (stereo not drawn)
5. CC(C)=C1C(=O)NN(c2ccc(F)c(Cl)c2)C1=O

compound no.	1	2	3	4	5
Tn7 DDE FP	-2	0	7	2	1
PLCg1 inh	-11	2	2	-18	-5
ARFGAP1 inh	17	-6	-4	0	-1
ASAP1 inh	12	-1	-6	6	-5
PLC-beta3 inh	-17	0	1	-25	-5
UHRF1 MBD2 ctr	-3	3	3	4	-1
Rev-erbA mod	-1	3	3	-1	1
proKLK7 act	0.3	-0.1	0.1	0.6	-0.4
sPLA2-III inh	-8	19*	5	4	-13
DDE Tn6 FP inh	-9	-6	0	4	-2

6. Cc1c(Cl)cccc1NC(=O)CNC(=O)C1CCN(C(=O)Nc2ccccc2)CC1
7. CCCn1c(SCC(=O)NCCc2ccc(Cl)cc2Cl)n[nH]c1=O
8. Cc1cc(C)n2nc(C(=O)OCC(=O)Nc3cc(S(=O)(=O)N4CCOCC4)ccc3Cl)nc2n1
9. COc1ccc(C2C(=O)N(C3CCCCC3)CC(=O)N2C2CCCC2)cc1 (stereo not drawn)
10. CC1CN(C(=O)Cn2c(C(F)(F)F)nc3ccccc32)CC(C)O1 (stereo not drawn)

compound no.	6	7	8	9	10
Tn7 DDE FP	6	-5	1	2	-3
PLCg1 inh	-1	-1	6	4	2
ARFGAP1 inh	0	6	10	-9	1
ASAP1 inh	-10	-6	7	-1	0
PLC-beta3 inh	-6	7	-6	4	2
UHRF1 MBD2 ctr	-1	-2	-2	0	-1
Rev-erbA mod	-6	6	4	4	6
proKLK7 act	0.2	0.4	-0.1	0.2	-0.3
sPLA2-III inh	3	-2	7	3	-3
DDE Tn6 FP inh	0	13	-3	3	0

11. Cc1ccccc1Cc1c(C)nc2nc(SCC(=O)NCc3ccco3)nn2c1C
12. CCOc1ccc(OCCCC(=O)N(C)CC(=O)Nc2ccccc2Br)cc1
13. Cc1[nH]c2ccccc2c1/C=N/Nc1nncn1N
14. COc1ccc(CNC(=O)CCCCCNC(=O)N2CCn3c2nc2ccccc23)cc1
15. Cc1cc(=O)oc2c(C)c(OC(C)C(=O)NCCN3CCOCC3)ccc12 (stereo not drawn)

compound no.	11	12	13	14	15
Tn7 DDE FP	-5	6	2	-1	2
PLCg1 inh	-3	-2	9.9*	0	0
ARFGAP1 inh	-4	6	3	18	7
ASAP1 inh	2	-5	5	-8	-6
PLC-beta3 inh	-7	-4	6	-5	-7
UHRF1 MBD2 ctr	7	0	15	5	-2
Rev-erbA mod	-6	3	3	-4	1
proKLK7 act	-0.7	0.4	0.3	-0.1	-0.6
sPLA2-III inh	-1	-9	4	-3	0
DDE Tn6 FP inh	-7	-3	0	2	3

16. C/C=C1\COC(C(=O)NCc2ccccc2)(C(F)(F)F)C=C1C=C1CCCCC1 (stereo not drawn)
17. CCOc1ccc(C(=O)NCC(=O)N2CCc3ccccc3C2)cc1OCC
18. O=C(COc1ccccc1)NC(NC(=S)Nc1ccccc1O)C(Cl)(Cl)Cl (stereo not drawn)
19. CC(CC(=O)Nc1nnc(C(C)(C)C)s1)c1ccccc1 (stereo not drawn)
20. O=C(CSc1nc(O)c(Cc2ccccc2)c(=O)[nH]1)Nc1ccccc1

compound no.	16	17	18	19	20
Tn7 DDE FP	-6	2	7	-3	9
PLCg1 inh	2	-2	-2	2	7
ARFGAP1 inh	0	-11	1	3	-6
ASAP1 inh	2	-1	-6	-4	-10
PLC-beta3 inh	2	1	1	-3	10
UHRF1 MBD2 ctr	-1	-1	-1	1	-2
Rev-erbA mod	-2	6	3	5	0
proKLK7 act	0.2	0.0	0.4	-0.3	-0.2
sPLA2-III inh	-9	-1	-19	-4	2
DDE Tn6 FP inh	6	0	1	3	-2

21. O=C(C1CCCN(Cc2ccccc2Cl)C1)N1CCCCC1 (stereo not drawn)
22. CC(=O)c1ccc(N2CCN(C(=O)CCS(=O)(=O)c3ccc(C)cc3)CC2)cc1
23. CN1CCCN(S(=O)(=O)c2ccc(Cl)c(Cl)c2)CC1
24. CC(=O)c1ccc(N2CCN(C(=O)c3c(-c4ccccc4Cl)noc3C)CC2)cc1
25. COc1nc(Nc2nc3ccccc3c(=O)[nH]2)nc2ccc(C)cc12

compound no.	21	22	23	24	25
Tn7 DDE FP	3	-4	6	5	9
PLCg1 inh	1	-5	0	-5	14*
ARFGAP1 inh	6	4	-2	1	8
ASAP1 inh	-4	1	11	-1	15
PLC-beta3 inh	2	-3	-6	-12	7
UHRF1 MBD2 ctr	3	3	6	-1	1
Rev-erbA mod	1	0	x	10	-2
proKLK7 act	-0.8	0.0	0.6	0.0	-0.2
sPLA2-III inh	14	7	13	1	-1
DDE Tn6 FP inh	4	2	-3	3	2

26. CSc1nsc(SCC(=O)Nc2ccc(C(=O)O)cc2)n1
27. O=C(OCCOc1cccc(Cl)c1)c1ccc(F)c(S(=O)(=O)N2CCOCC2)c1
28. CN(C)C(CNC(=O)CCCc1c[nH]c2ccccc12)c1ccco1 (stereo not drawn)
29. COc1cc(NC(=O)C2CC(c3ccccc3Cl)=NO2)cc(OC)c1OC (stereo not drawn)
30. C[C@H](CO)N1C[C@H](C)[C@@H](CN(C)S(=O)(=O)c2ccccc2)Oc2ccc(NS(=O)(=O)c3cn(C)cn3)cc2C1=O

compound no.	26	27	28	29	30
Tn7 DDE FP	-3	5	-5	2	-3
PLCg1 inh	0	-2	0	-1	2
ARFGAP1 inh	8	-15	2	-4	5
ASAP1 inh	12	6	2	2	-25
PLC-beta3 inh	-5	-6	-11	-1	0
UHRF1 MBD2 ctr	-1	3	0	-1	-3
Rev-erbA mod	5	-1	5	-1	-2
proKLK7 act	-0.7	-0.2	0.2	0.1	0.7
sPLA2-III inh	-4	-4	-22	-8	-4
DDE Tn6 FP inh	0	-3	-3	-1	-1

31. O[C@H]1C[C@H](c2ccc(Cl)cc2)N(Cc2cccs2)C[C@@H]1n1cc(-c2ccc(F)cc2)nn1
32. Cc1ccc(S(=O)(=O)NC2=NCN(CCN3CCOCC3)CN2)cc1
33. Cc1occc1C(=O)NCCCCNC(=O)c1ccoc1C
34. O=C(Nc1ccccn1)c1ccc(Cl)c(S(=O)(=O)N2CCCC2)c1
35. COc1ccc(S(=O)(=O)NC(=O)C2(C)CCN2C(=O)COc2ccc(Cl)cc2)cc1 (stereo not drawn)

compound no.	31	32	33	34	35
Tn7 DDE FP	-5	5	6	0	-3
PLCg1 inh	-1	2	0	-2	-2
ARFGAP1 inh	2	-5	13	7	12
ASAP1 inh	-1	-2	-5	6	-7
PLC-beta3 inh	4	0	7	-5	-1
UHRF1 MBD2 ctr	0	0	-1	1	1
Rev-erbA mod	0	1	0	9	-3
proKLK7 act	0.4	0.2	-0.2	-0.3	-0.8
sPLA2-III inh	2	1	2	6	5
DDE Tn6 FP inh	-1	4	1	-4	-1

36. Cc1ccc2nc(-c3ccccc3)cc(C(=O)N3CCc4ccccc4C3)c2c1
37. Clc1ccc(Nc2c3c(nc4ncnn24)CCC3)cc1
38. CC(C)(C)c1ccc(C(=O)NCCCN2CCN(CCCNC(=O)c3ccc(C(C)(C)C)cc3)CC2)cc1
39. COc1cc(Cl)nn(-c2ccccc2)c1=O
40. Cc1cc(C)n2nc(C(=O)OCC(=O)N(CC(C)C)C3CCS(=O)(=O)C3)nc2n1 (stereo not drawn)

compound no.	36	37	38	39	40
Tn7 DDE FP	-1	5	-2	-2	-4
PLCg1 inh	-6	-1	0	4	6
ARFGAP1 inh	-3	2	10	6	16
ASAP1 inh	-6	-5	3	7	-6
PLC-beta3 inh	-9	-14	-3	2	5
UHRF1 MBD2 ctr	0	1	-1	2	1
Rev-erbA mod	-1	1	-2	3	-4
proKLK7 act	-1.7	0.0	-0.1	0.3	0.1
sPLA2-III inh	-9	2	-16	-1	6
DDE Tn6 FP inh	-1	-2	2	8	3

41. COc1ccc(-c2cc(C(=O)NCC3CCCCC3)[nH]n2)c(C)c1
42. CCOc1ccccc1NC(=O)C(Sc1nnnn1C)c1ccccc1 (stereo not drawn)
43. Cc1ccc2nc3n(c(=O)c2c1)CCC3
44. Cc1ccc2c(c1)-n1c(nc3cc(C)ccc3c1=O)C(Cc1ccccc1)NC2=O (stereo not drawn)
45. COc1ccc(S(=O)(=O)Nc2nc3ccccc3s2)cc1
46. CCC(C)[C@H](NC(=O)N1CCCC1)C(=O)O (stereo partly drawn)
47. CC(=O)Nc1ccc(S(=O)(=O)NCCc2csc(-c3cccnc3)n2)cc1
48. COc1cccc(/C=C/C(=O)OCC(=O)Nc2ccccc2Sc2ccccc2)c1

compound no.	41	42	43	44	45	46	47	48
Tn7 DDE FP	-5	2	-5	9	7	3	3	4
PLCg1 inh	6	0	7	9	-3	-1	-2	-13
ARFGAP1 inh	6	-2	0	4	-9	4	-5	-4
ASAP1 inh	-6	8	2	-5	-1	1	-2	-2
PLC-beta3 inh	3	-7	8	5	-2	-1	-5	-13
UHRF1 MBD2 ctr	21	1	8	6	2	4	4	-1
Rev-erbA mod	1	0	2	1	-9	-1	-3	-3
proKLK7 act	0.3	0.0	0.1	0.7	0.1	0.0	0.6	-2.4
sPLA2-III inh	-2	-2	4	0	-35	7	1	-10
DDE Tn6 FP inh	-6	6	-1	-3	5	7	-1	-11
